From PubChem BioAssay
All columns: NCI-60 one-dose screen, growth in % after 48 h at 10 µM unless noted; 100 = growth as untreated, 0 = no growth, -100 = all killed.
SF-539: SF-539 CNS cancer | hit rate 6.8% among 81,000
SF-295: SF-295 CNS cancer cells. hit rate 5.6% among 79,000. AID 1794758
KM12: KM12 colon cancer cells. hit rate 5% among 82,000
HCT-116: HCT-116 colon cancer; hit rate 7.3% among 82,000
U251: U251 CNS tumor cells; AID 1794753; hit rate 5.4% among 80,000
HCC-2998: HCC-2998 colon cancer; hit rate 4.7% among 79,000
SF-268: SF-268 CNS cancer cells | hit rate 3.1% among 82,000 | AID 1794759
SNB-75: SNB-75 CNS cancer; hit rate 5% among 79,000
SNB-19: SNB-19 CNS cancer cells; hit rate 2.5% among 81,000; AID 1794751
An asterisk follows results filed as active; · = not tested or not shown. Rule for the calls: active = growth percent below 10; inactive = the rest. Outcome played no part in choosing rows, and some 11% of all compounds hit somewhere here.

SMILES	SF-539	SF-295	KM12	HCT-116	U251	HCC-2998	SF-268	SNB-75	SNB-19
CCCCOc1nc(C)cc(C)c1C#N	102	106	101	97	100	102	98	85	98
COc1ccc2nc(C)c(C)nc2c1	93	107	110	109	105	109	116	99	100
COc1cccc(CNc2ncnc3c2ncn3C2OC(CO)C(O)C2O)c1O (centres undefined)	-3.4*	-24*	37	10	13	·	23	-12*	31
COc1ccc(NC(=O)c2c(C)[nH]c(-c3nc4ccccc4[nH]3)c2C)cc1	108	92	105	97	105	104	108	96	96
O=C(COc1ccccc1)NCC(=O)Nc1ccc(Oc2ccccc2)cc1	99	95	104	106	95	123	107	92	106
CC(C)CCC[C@@H](C)[C@H]1CC[C@H]2[C@@H]3CC=C4c5sc(Nc6ccc(F)cc6F)nc5CC[C@]4(C)[C@H]3CC[C@]12C	100	100	103	98	102	97	98	95	93
N#C/C(=C\c1ccc(F)cc1)n1nc2cccc(F)c2n1	7.8*	76	16	21	28	94	71	0.2*	64
CC(=O)OCCCC(CCC(CCC1CCCO1)OC(C)=O)OC(C)=O (centres undefined)	110	90	113	90	·	101	111	109	102
COc1cccc(Cn2cc3c(c2)-c2onc(CN4CCCC4)c2CC3)c1	95	97	101	97	102	100	105	117	102
O=C(OCc1ccccc1)c1ccc2c(c1)NC(=O)[C@H]1CCCN21	95	99	96	110	103	101	95	74	97
O=C(CC1C(=O)N(C2CCCCC2)c2nc3ccccc3n21)Nc1ccc(Cl)cc1 (centres undefined)	103	88	87	83	99	106	88	70	93
CN(C)c1ccc2cc(-c3ccccc3F)c(N)nc2c1	-16*	0.2*	26	22	17	54	45	11	55
COC(=O)c1ccc(NC(=O)c2ccc(-c3cccc(N)c3)o2)cc1	100	102	96	108	98	101	108	103	93
Cc1ccc(NC(=O)Nc2ccc(Nc3ncnc4sc5c(c34)CCN(C(=O)OC(C)(C)C)C5)cc2)cc1Cl	99	98	95	99	94	112	88	92	94
CC(=O)Oc1ccc2ccc3ccc(C(C)=O)cc3c2c1	74	92	103	85	82	97	91	82	103
CCCCCCCCCCCCOCCCNC(=S)NCCCOCCCCCCCCCCCC	113	106	99	105	107	109	105	111	105
CCCC(CCC(C)=O)[N+](=O)[O-] (centres undefined)	100	96	102	103	98	99	98	80	95
COc1ccc(OC)c(Nc2nc3nonc3nc2Nc2cc(OC)ccc2OC)c1	10.0*	78	67	18	12	57	46	19	76
Nc1ccncc1CO	104	102	104	82	97	98	88	87	113
CC1(C)CC[C@]2(C(=O)N3CCCN(CC#N)CC3)CC[C@]3(C)C(=CC[C@@H]4[C@@]5(C)CCC(=O)C(C)(C)[C@@H]5CC[C@]43C)[C@H]2C1	102	104	105	103	98	102	102	108	97
COc1cc(NC(C)CCCNC(=O)CCC(=O)NCCCNCCCCCCCNCCCNC(=O)CCC(=O)NCCCC(C)Nc2cc(OC)cc3cccnc23)c2ncccc2c1 (centres undefined)	108	98	98	90	82	94	86	90	90
CNCCCn1c2c(c3ccc(F)cc3c1=O)C(=O)c1cc(OC)cnc1-2	-25*	-15*	-0.7*	-78*	-26*	8.0*	4.6*	-23*	12
Cc1c(C(N)=O)sc2ncn(CCO)c(=O)c12	106	56	115	112	102	107	105	105	102
O=Cc1c(OCc2cnnn2CC(=O)Nc2ccc([N+](=O)[O-])cc2)ccc2ccccc12	97	95	96	101	96	97	98	79	92
N#Cc1nc2c3ccccc3[nH]c2c2[nH]c3ccccc3c2c1=O	87	79	59	72	80	103	82	85	75
COc1cccc(-c2nn(-c3ccccc3)cc2-c2ccnc(N3CCN(C(=O)c4ccccc4)CC3)c2)c1	87	89	·	73	78	113	94	66	85
CCOC(=O)c1ccc(C=O)[nH]1	102	107	111	102	98	109	110	106	106
CC(C)(C)n1cc(-c2ccnc(NCCCNS(=O)(=O)c3ccc(O)cc3)c2)c(-c2cccc(O)c2)n1	51	96	59	65	69	77	52	·	89
COc1cccc(/C=C2/CCCC/C(=C\c3cccc(OC)c3OC)C2=O)c1OC	101	94	110	99	96	113	104	101	99
COc1ccc(-n2nnc3c4nc(-c5ccccc5)oc(=O)c4c(C)nc32)cc1	99	101	106	100	102	119	97	86	103
COC1OCCCC1Br (centres undefined)	106	114	112	·	101	·	102	99	103
COc1ccc(NC(=O)Cn2cnc3c2c(=O)n(C)c(=O)n3C)cc1	103	105	99	84	97	100	103	90	100
O=C(CNc1ccc(S(=O)(=O)N2CCCCC2)cc1)N1CCN(c2ccccc2)CC1	100	118	90	80	87	89	85	78	77
O=C(N/N=C/c1ccc(Cl)cc1)c1ccccc1Nc1cccc(C(F)(F)F)c1	49	87	·	66	72	103	85	79	88
CC(CCc1cccc2ccccc12)(C(=O)O)C(=O)O	96	109	110	102	105	105	108	90	102
Nc1ccccc1SC1CC(=O)N(c2cccc3ccccc23)C1=O (centres undefined)	96	95	101	89	97	100	98	76	97
Cc1ccccc1NS(=O)(=O)c1ccc(-c2cc3ccccc3c(=O)o2)cc1	90	89	97	94	95	110	101	96	95
COc1ccc(-c2nc(S(=O)(=O)c3ccccc3)c(S(C)(=O)=O)o2)cc1	-96*	87	66	0.8*	12	-27*	62	77	84
N#Cc1c(NC(=O)c2ccc(Br)cc2)sc2c1CCCC2	11	22	25	22	31	69	62	14	39
CCc1ccc(C2CC(c3cccc(O)c3)=NN2c2ccc(S(N)(=O)=O)cc2)cc1 (centres undefined)	80	87	87	87	72	115	80	103	84

Five compounds drawn at random from those above:
SMILES	SF-539	SF-295	KM12	HCT-116	U251	HCC-2998	SF-268	SNB-75	SNB-19
N#C/C(=C\c1ccc(F)cc1)n1nc2cccc(F)c2n1	7.8*	76	16	21	28	94	71	0.2*	64
O=C(CNc1ccc(S(=O)(=O)N2CCCCC2)cc1)N1CCN(c2ccccc2)CC1	100	118	90	80	87	89	85	78	77
CC(C)CCC[C@@H](C)[C@H]1CC[C@H]2[C@@H]3CC=C4c5sc(Nc6ccc(F)cc6F)nc5CC[C@]4(C)[C@H]3CC[C@]12C	100	100	103	98	102	97	98	95	93
CC(=O)Oc1ccc2ccc3ccc(C(C)=O)cc3c2c1	74	92	103	85	82	97	91	82	103
CCCCOc1nc(C)cc(C)c1C#N	102	106	101	97	100	102	98	85	98

(list continues)
SMILES	SF-539	SF-295	KM12	HCT-116	U251	HCC-2998	SF-268	SNB-75	SNB-19
COc1ccc(-c2nnc(Nc3ccc(F)cc3)o2)cc1	103	93	91	67	84	99	99	99	97
O=C(Nc1ccc(Oc2cccc(Cl)c2)c(Cl)c1)c1ccncc1	76	33	67	44	62	101	80	82	59
C=C(C)[C@@H]1CC[C@]2(C)[C@H](CC=C3[C@@H]4CC(C)(C)CC[C@]4(C(=O)NCC#CCN4CCN(C)CC4)CC[C@]32C)[C@@]1(C)CCC#N	88	70	44	18	54	55	65	67	73
CCc1cc(-c2cc(CC)nc(N)n2)nc(N)n1	100	97	108	102	98	108	105	102	·
Oc1[nH]c2ccc(Cl)cc2c1/C=c1/ccc2c(c1)N=C(c1ccc(F)cc1)N=2	92	·	49	9.5*	72	74	77	56	69
CCOc1ccc(NC(=O)/C=C(C)/C=C/C=C(C)/C=C/C2=C(C)CCCC2(C)C)cc1	83	98	101	79	89	107	109	102	93
O=[N+]([O-])c1cc([N+](=O)[O-])c2cccnc2c1O	96	115	99	102	101	96	99	98	97
CCn1c(=N)c(S(=O)(=O)c2ccccc2)cc2c(=O)n3ccccc3nc21	102	96	99	98	97	104	88	95	94
COc1ccc(-c2nc3ccccn3c2/C=C2/C(=O)Nc3ccc(Cl)cc32)cc1	98	90	84	92	100	141	100	94	101
C[C@H]1[C@H](C)CC[C@]2(C(=O)NC3CCCCC3)CC[C@]3(C)C(=CC[C@@H]4[C@@]5(C)Cc6c([nH]c7ccccc67)C(C)(C)[C@@H]5CC[C@]43C)[C@H]12	99	101	110	107	102	107	118	87	93
CC(C)OC(=O)Nn1cnc2ccccc21	95	103	114	87	106	105	120	128	111
N#CSc1c[nH]c2cccc(/C=C/C(=O)/C=C(/C=C/c3cccc4[nH]cc(SC#N)c34)OB(F)F)c12	-8.2*	-4.0*	12	-88*	-83*	-33*	8.3*	-31*	19
NC1N=C(SCC(=O)N2CCN(c3cc4c(cc3F)c(=O)c(C(=O)O)cn4C3CC3)CC2)NC(=O)/C1=C/c1ccc(Br)cc1 (centres undefined)	109	106	107	103	100	105	97	·	102
O=C(Nc1cccc(-n2ccc3c(NC(=O)c4ccccc4)nccc32)c1)Nc1ccc(Cl)c(C(F)(F)F)c1	8.3*	-6.2*	-16*	3.3*	9.3*	17	8.6*	55	25
CCOC(=O)C(=O)Cc1cccnn1	92	139	108	102	97	112	113	78	102
Cc1nn2c(CO)c(C)nc2s1	97	110	99	100	97	103	97	88	105
Oc1[nH]c2ccccc2c1N=Nc1n[nH]c(=S)n1/N=C/c1sc2ccccc2c1Br	107	97	100	103	104	104	108	98	97
COc1ccc(-c2cn3c(-c4ccccc4OC)cnc3c(Oc3ccc4c(C)cc(=O)oc4c3)n2)cc1	100	104	104	109	108	107	106	85	·
COc1cc2c(c(OC)c1OC)-c1ccc(NNC(N)=S)c(=O)cc1[C@@H](NC(C)=O)CC2	-18*	11	-36*	2.3*	14	11	21	59	42
COc1ccc(C2(Cl)c3ccccc3N(c3ccccc3)c3ccccc32)cc1	-20*	-37*	6.6*	-38*	-88*	-16*	15	3.7*	6.6*
CCOC(=O)c1cc(C(=O)c2ccc(O)c(O)c2)n2ccc(-c3ccn4c(C(=O)c5ccc(O)c(O)c5)cc(C(=O)OCC)c4c3)cc12	92	102	97	98	97	104	89	87	94
Oc1ccccc1C=Nc1ccc(N2CCN(c3ccccc3)CC2)cc1	77	103	103	87	100	90	99	80	107
O=S(=O)(NCCCNc1nccc(-c2[nH]c(-c3ccccc3)nc2-c2ccc(F)c(O)c2)n1)c1cccc(F)c1	103	85	89	72	99	114	103	69	110
Nc1ccccc1-c1cc2c(c3c1[nH]c1ccccc13)CCCC2	103	94	90	72	97	98	87	87	94
COc1ccc(Nc2c3ccccc3nc3ccccc23)cc1	23	16	38	13	16	46	36	16	53
CCOC(=O)c1c(C)nc2c(c1N)CC(=O)N2Cc1ccc(C(F)(F)F)cc1	85	92	97	73	76	111	90	87	89
C=CCN1C(=O)c2ccccc2C1=O	95	109	110	99	101	104	106	96	98
CCOC(=O)/C=C(\C(=O)OCC)C(C(=O)OCC)C(=O)OCC	101	104	109	98	91	111	107	91	99
COc1ccc(-c2cn(CCCCN3C(=O)C(=O)c4ccccc43)nn2)cc1	98	106	100	98	·	99	99	81	96
COc1ccc(NC(=O)c2sc3c(=O)[nH]cnc3c2C)cc1	110	104	112	107	102	101	112	130	110

An excerpt from above in order of heavy-atom count, rising.
SMILES	SF-539	SF-295	KM12	HCT-116	U251	HCC-2998	SF-268	SNB-75	SNB-19
C=CCN1C(=O)c2ccccc2C1=O	95	109	110	99	101	104	106	96	98
COc1ccc(NC(=O)c2sc3c(=O)[nH]cnc3c2C)cc1	110	104	112	107	102	101	112	130	110
Nc1ccccc1-c1cc2c(c3c1[nH]c1ccccc13)CCCC2	103	94	90	72	97	98	87	87	94
Oc1ccccc1C=Nc1ccc(N2CCN(c3ccccc3)CC2)cc1	77	103	103	87	100	90	99	80	107
CCOC(=O)c1c(C)nc2c(c1N)CC(=O)N2Cc1ccc(C(F)(F)F)cc1	85	92	97	73	76	111	90	87	89
CCOC(=O)c1cc(C(=O)c2ccc(O)c(O)c2)n2ccc(-c3ccn4c(C(=O)c5ccc(O)c(O)c5)cc(C(=O)OCC)c4c3)cc12	92	102	97	98	97	104	89	87	94

(further entries)
SMILES	SF-539	SF-295	KM12	HCT-116	U251	HCC-2998	SF-268	SNB-75	SNB-19
C/C(=N/N=C(N)N)c1ccc(F)cc1	103	22	117	97	102	108	105	89	97
CCOC(=O)C1=C(C)N2C(=NC3=C(CCCC/C3=C\c3ccc(OC)c(OC)c3)C2c2ccc(OC)c(OC)c2)S1 (centres undefined)	94	·	102	97	92	111	93	78	·
CCOC(=O)c1c(SC)nn(-c2cc(=O)[nH]c3ccc(Cl)cc23)c1N	91	103	94	85	100	111	97	80	103
CC(C)(C)c1ccc2c(c1)C(=O)N(Cc1ccc(S(N)(=O)=O)cc1)C2=O	99	91	96	96	108	100	101	98	113
N#Cc1c(-c2ccc(F)cc2)cc(-c2cccc(OCC(=O)O)c2)[nH]c1=O	97	104	104	103	120	114	103	102	96
CCC1=C[C@]2(C3CC(=O)N(c4ccccc4)C3=O)CC(C(C)(C)C)C[C@@H]2[C@@H]2C(=O)N(c3ccccc3)C(=O)[C@H]12 (some centres undefined)	95	94	86	68	79	103	78	66	86
COc1ccc(-c2nn(-c3cccc(Cl)c3)cc2-c2cc(-c3ccccc3)nc(N)n2)cc1	89	55	32	5.5*	·	22	66	90	75
Cc1cccc(-c2nc(-c3cccc(C)c3)c3cc(-c4ccccc4)n(C)c3n2)c1	106	104	104	93	104	130	108	95	98
O=C1C2CC3C1C1(Cl)C(Cl)C4(Cl)C2C3C1(Cl)C4(Cl)Cl (centres undefined)	96	96	100	96	96	113	98	94	98
Cc1ccc(C2=C(C#N)C3(C(=O)N(Cc4ccccc4)c4ccccc43)c3c(-c4ccccc4)nn(-c4ccccc4)c3N2)cc1 (centres undefined)	101	92	101	91	116	112	121	119	112
CC[C@]12C=CCN3CC[C@@]4(c5ccc(OC)cc5N(C)[C@H]4[C@@](O)(C(=O)OC)[C@@H]1OC(=O)CCC[P+](c1ccc(OC)cc1)(c1ccc(OC)cc1)c1ccc(OC)cc1)[C@@H]32	-99*	-94*	-65*	-69*	-94*	-90*	-34*	-34*	-97*
CC/C(=C(\c1ccc(OCCN2CCCCC2)cc1)c1ccc(OC(=O)C2CCCCC2)cc1)c1ccc(OC)cc1	93	104	104	93	104	100	107	92	101
Cc1ccc(CC(N)(C(=O)O)c2ccccc2)cc1 (centres undefined)	102	121	·	99	109	113	·	91	106
Clc1cnnc(Cl)c1Cl	107	100	115	106	97	104	116	108	102
